mouse EphA4 binding: inhibitors of EphA4 binding to KYL peptide, primary screen, biochemical, colorimetric, mouse EphA4 (AID 689) | EphA4-AP binding to KYL peptide, pNPP A405; higher % means a stronger effect | inhibition, % at 10 µM, or IC50 in µM where a hit was titrated | actives 0.1% (n = 62,000); in the data active means a potency from the dose series; inactive means the rest, 99 in 100 with inhibition below about 22%
An asterisk follows results filed as active; & = joins results of further samples. Not all compounds are listed. The share of hits here may be higher or lower than overall.

`CCOC(=O)c1cc(S(=O)(=O)N2CCN(C(=O)OCC)CC2)cn1C` gave mouse EphA4 binding -4%.
`CS(=O)(=O)N1CCN(CCCc2ccccc2)CC1` gave mouse EphA4 binding 5%.
Screening CCN(CC)C(=O)Oc1ccc2c(=O)c(-c3ccc(OC)cc3)c(C)oc2c1 returned mouse EphA4 binding 1%.
CCOC(=O)c1c(N)n(-c2ccc(OC)cc2)c2nc3ccccc3nc12 was read as mouse EphA4 binding -1%.
Screening CC(C)(C)NC(=O)NC(=O)COC(=O)CNC(=O)c1cccc(F)c1 returned mouse EphA4 binding -9%.
Screening COC(=O)c1cc(-c2cccc(OC)c2)on1 returned mouse EphA4 binding -6%.
Cc1cccc(N2CCN(CC(=O)Nc3ccc(-n4cnnn4)cc3)CC2)c1C was read as mouse EphA4 binding -7%.
For COC(=O)c1ccc(CSc2ncnc3c2nnn3-c2ccc(F)cc2)o1 the results were mouse EphA4 binding 0%.
`COc1ccc(CN2CCN(S(=O)(=O)c3ccc(F)cc3)CC2)cc1OC` gave mouse EphA4 binding -4%.
CCOc1cccc(C(=O)Nc2ccc(NC(=O)c3ccco3)c(OC)c2)c1 was read as mouse EphA4 binding 1%.
Screening O=C1C=C(c2ccccc2)C(=O)N1Nc1ccccc1 returned mouse EphA4 binding -9%.
`CC(C)Cn1c(NCCN(C)C)nc2c1c(=O)[nH]c(=O)n2C` gave mouse EphA4 binding -28%.
For O=C(NCCCN1CCN(c2ccccc2F)CC1)C1CCN(S(=O)(=O)N2CCOCC2)CC1 the results were mouse EphA4 binding -8%.
`COc1ccccc1/C=N/Nc1nccnc1Cl` gave mouse EphA4 binding -16%.
CCC(c1nnc(SCC(=O)Nc2nnc(-c3ccccc3)o2)o1)N(C)C (stereo unspecified) was read as mouse EphA4 binding -10%.
For O=C(NC1CCCc2ccccc21)c1ccc(Cl)nc1 (stereo unspecified) the results were mouse EphA4 binding -12%.
Screening CCc1n[nH]c2c1/C(=N\O)CC(c1ccccc1)C2 (stereo unspecified) returned mouse EphA4 binding -2%.
Screening CCOC(=O)C1=C(C)NC(=O)NC1c1ccc(OC)cc1 (stereo unspecified) returned mouse EphA4 binding 2%.
CCCCc1c(C)nn(-c2nnc3c4ccccc4n(CC)c3n2)c1C was read as mouse EphA4 binding -7%.
`Clc1cccc(Oc2ncc(CN3CCOCC3)s2)c1` gave mouse EphA4 binding -5%.

Fetched by compound from above (5):
`COc1ccccc1/C=N/Nc1nccnc1Cl` gave mouse EphA4 binding -16%.
Screening O=C1C=C(c2ccccc2)C(=O)N1Nc1ccccc1 returned mouse EphA4 binding -9%.
CCOC(=O)c1c(N)n(-c2ccc(OC)cc2)c2nc3ccccc3nc12 was read as mouse EphA4 binding -1%.
Cc1cccc(N2CCN(CC(=O)Nc3ccc(-n4cnnn4)cc3)CC2)c1C was read as mouse EphA4 binding -7%.
`Clc1cccc(Oc2ncc(CN3CCOCC3)s2)c1` gave mouse EphA4 binding -5%.

Later entries
For Cc1ccc(Nc2cc(-n3cccn3)ncn2)c(C)c1 the results were mouse EphA4 binding -6%.
For CC(=O)c1cc(C#N)c(Oc2ccc(F)cc2)nc1C the results were mouse EphA4 binding -5%.
Screening CC1(C)Nc2ccccc2N(CCC(=O)N2CCOCC2)C1=O returned mouse EphA4 binding -10%&-15%.
For Cc1c(N2C(=O)/C(=C/c3ccc(F)cc3)SC2=S)c(=O)n(-c2ccccc2)n1C the results were mouse EphA4 binding 2%.
`CCOc1ccc(C(=O)N[C@H](C(=O)O)C(C)C)cc1` gave mouse EphA4 binding -8%.
`CCCCCOC(=O)C(C)c1c(C)[nH]c(=S)[nH]c1=O` (stereo unspecified) gave mouse EphA4 binding -7%.
For CC1(C)CC(=O)C(C=NCCN2CCN(C(=S)Nc3cccc(Cl)c3)CC2)=C(O)C1 the results were mouse EphA4 binding -12%.
Screening COc1ccccc1OCC(=O)Nc1ccc(O)cc1C(=O)O returned mouse EphA4 binding -1%.
`O=[N+]([O-])c1cc2c(cc1/C=N/Nc1nc(Nc3ccccc3)nc(N3CCCCC3)n1)OCO2` gave mouse EphA4 binding -15%.
`CCOC(=O)C(NC(=O)CCC(=O)Nc1ccc(S(N)(=O)=O)cc1)C(O)c1ccccc1` (stereo unspecified) gave mouse EphA4 binding 3%.
`N/C(=N\N=C/c1ccc(F)cc1)N/N=C\c1ccc(F)cc1` gave mouse EphA4 binding -10%.
`O=C(/C=C/c1ccc(Cl)cc1Cl)c1cccnc1` gave mouse EphA4 binding -5%.
For O=C(OCc1nc2ccccc2c(=O)[nH]1)c1cccs1 the results were mouse EphA4 binding -10%.
Screening CCCNC(=O)CS(=O)Cc1nc(-c2ccccc2C)oc1C (stereo unspecified) returned mouse EphA4 binding -14%.
`CC1(C)CC(=O)C2=C(C1)Nc1ccccc1NC2c1cccc2ccccc12` (stereo unspecified) gave mouse EphA4 binding -7%.
`COC(=O)C1=C(C)NC2=C(C(=O)c3ccccc32)C1c1ccccc1OCc1ccccc1F` (stereo unspecified) gave mouse EphA4 binding -12%.
For Nc1c(-c2cccc(Cl)c2)cnn1-c1cccc([N+](=O)[O-])c1 the results were mouse EphA4 binding 0%.
COc1cccc(C(=O)Nc2ccccc2C(=O)N2CCCC2)c1 was read as mouse EphA4 binding 11%.
For CCN(CCNC(=O)C1CC(=O)N(CCc2ccccc2)C1)c1ccccc1 (stereo unspecified) the results were mouse EphA4 binding -3%.
For CC(C)CCNC(=O)CCCOc1cc(=O)n(C)c2ccccc12 the results were mouse EphA4 binding 4%.
For NS(=O)(=O)c1ccc(NCc2ccccc2OCc2ccccc2F)cc1 the results were mouse EphA4 binding -18%.
`Cc1cc(Oc2ccccc2)nc(-c2ccccc2)n1` gave mouse EphA4 binding -9%.
Screening O=C(CSc1ncn[nH]1)Nc1ccc(Cl)c(Cl)c1 returned mouse EphA4 binding 5%.
Screening Cc1c(NC(=O)c2cnn3c(C(F)(F)F)cc(-c4ccco4)nc23)c(=O)n(-c2ccccc2)n1C returned mouse EphA4 binding 9%.
Screening COC(=O)c1c(C(=O)OC)c(-c2ccccc2)n2c1CS(=O)(=O)C2 returned mouse EphA4 binding -6%.
For Cc1cc(-n2c(C)cc(C(=O)CSc3nnc4sc5ccccc5n34)c2C)no1 the results were mouse EphA4 binding 2%.
Screening CN1C(=O)SC(Nc2ccccc2C(=O)O)C1=O (stereo unspecified) returned mouse EphA4 binding 5%.
`COc1ccc(Cl)cc1NC(=O)C(C)Sc1nncn1C` (stereo unspecified) gave mouse EphA4 binding -10%.
`CCOC(=O)/C(C#N)=C1/C=CN(C)C=N1` gave mouse EphA4 binding 4%.
CC(COc1cccc2ccccc12)CN1CCN(C)CC1 (stereo unspecified) was read as mouse EphA4 binding -17%.
N#Cc1ccccc1Sc1ccccc1C(=O)Nc1ccc(Br)cc1 was read as mouse EphA4 binding -14%.
Screening Cc1nc2c(c3c1[nH]c1ccccc13)C(=O)CC(C)(C)C2 returned mouse EphA4 binding 12%.
`COC(=O)c1cccc(S(=O)(=O)N(Cc2ccco2)Cc2cc3cc(OC)ccc3[nH]c2=O)c1` gave mouse EphA4 binding 10%.
CCCCCCCCC[n+]1cccc2c3ccccc3ccc21 was read as mouse EphA4 binding -7%.
CCOc1cc(C2NC(=S)NC(C)=C2C(=O)OC(C)C)ccc1O (stereo unspecified) was read as mouse EphA4 binding -4%.
CC(C)c1nnc(NC(=O)C2CCCN2S(=O)(=O)c2ccc(Cl)cc2)s1 (stereo unspecified) was read as mouse EphA4 binding -8%.
CCCCCCOC(=O)Cc1c(C)nc(-c2ccccc2)[nH]c1=O was read as mouse EphA4 binding -8%.
Cc1oc2c(c1C(=O)Nc1cccc3ccccc13)CCCC2 was read as mouse EphA4 binding -11%.
`CCCNC(=O)c1c(N)n(-c2cccc(OC)c2)c2nc3ccccc3nc12` gave mouse EphA4 binding 14%.
`CC1=C/C(=C\c2ccc3c(c2)OCO3)C(=O)S1` gave mouse EphA4 binding -8%.

Ordered by number of heavy atoms (low to high): part of the list above.
Screening Cc1nc2c(c3c1[nH]c1ccccc13)C(=O)CC(C)(C)C2 returned mouse EphA4 binding 12%.
Cc1oc2c(c1C(=O)Nc1cccc3ccccc13)CCCC2 was read as mouse EphA4 binding -11%.
Screening COC(=O)c1c(C(=O)OC)c(-c2ccccc2)n2c1CS(=O)(=O)C2 returned mouse EphA4 binding -6%.

The listing picks up; the 7 compounds before the break are reprinted first.
CCCCCCCCC[n+]1cccc2c3ccccc3ccc21 was read as mouse EphA4 binding -7%.
CCOc1cc(C2NC(=S)NC(C)=C2C(=O)OC(C)C)ccc1O (stereo unspecified) was read as mouse EphA4 binding -4%.
CC(C)c1nnc(NC(=O)C2CCCN2S(=O)(=O)c2ccc(Cl)cc2)s1 (stereo unspecified) was read as mouse EphA4 binding -8%.
CCCCCCOC(=O)Cc1c(C)nc(-c2ccccc2)[nH]c1=O was read as mouse EphA4 binding -8%.
Cc1oc2c(c1C(=O)Nc1cccc3ccccc13)CCCC2 was read as mouse EphA4 binding -11%.
`CCCNC(=O)c1c(N)n(-c2cccc(OC)c2)c2nc3ccccc3nc12` gave mouse EphA4 binding 14%.
`CC1=C/C(=C\c2ccc3c(c2)OCO3)C(=O)S1` gave mouse EphA4 binding -8%.
`CC1CCCC(C)N1C(=O)CSc1nnc(C2CCCCC2)o1` (stereo unspecified) gave mouse EphA4 binding 10%.
For CCOC(=O)N1CCN(C(=O)c2ccc3c(c2)N(CC)CCS3)CC1 the results were mouse EphA4 binding 0%.
CCNC(=O)CSc1nc2ccccc2c(=O)n1CCCOC(C)C was read as mouse EphA4 binding -6%.
C=C(C)c1cccc(C(C)(C)NC(=O)N2CCN(c3ccccn3)CC2)c1 was read as mouse EphA4 binding -6%.
For CC1CCCCN1C(=O)Nc1cccc(Cl)c1 (stereo unspecified) the results were mouse EphA4 binding 9%.
`O=C(c1noc2c1CCCC2)N1CCN(c2ccc(F)cc2)CC1` gave mouse EphA4 binding -10%.
Cc1c(NC(=O)C(Cc2ccccc2)N2C(=O)c3ccccc3C2=O)c(=O)n(-c2ccccc2)n1C (stereo unspecified) was read as mouse EphA4 binding -12%.
Screening Clc1ccc(-c2csc(Nc3ncccn3)n2)cc1Cl returned mouse EphA4 binding -5%.
For O=C(c1cccc(Br)c1)N1CCN(c2c(Cl)cccc2[N+](=O)[O-])CC1 the results were mouse EphA4 binding -13%.
For O=C(Cc1ccccc1)N/N=C/c1ccc(Cl)cc1Cl the results were mouse EphA4 binding -1%.
O=C(NC1(C(F)(F)F)NC(=O)N(Cc2cccnc2)C1=O)c1ccccc1 (stereo unspecified) was read as mouse EphA4 binding -16%.
For O=C1CCc2cc(S(=O)(=O)N3CCC(C(=O)NC4CCCc5ccccc54)CC3)ccc2N1 (stereo unspecified) the results were mouse EphA4 binding -14%.
`Cc1cc(C)n(CCc2nc(-c3cc4ccccc4o3)cs2)n1` gave mouse EphA4 binding -2%.
Cc1ccccc1C(=O)NC(NCC1CCCO1)C(Cl)(Cl)Cl (stereo unspecified) was read as mouse EphA4 binding -7%.
For CCOC(=O)C1=C(C)NC(SCC(N)=O)=C(C#N)C1c1ccccc1 (stereo unspecified) the results were mouse EphA4 binding -17%.
`CCc1ccc(NC(=O)C(C)Oc2ccc(OC)cc2)cc1` (stereo unspecified) gave mouse EphA4 binding 4%.
For CCN(CC)C(=O)c1cc(-c2ccc(Br)cc2)on1 the results were mouse EphA4 binding -11%.
CC(=O)Nc1cc(C(F)(F)F)ccc1OCC1CCCO1 (stereo unspecified) was read as mouse EphA4 binding -11%.
COc1ccc(S(=O)(=O)N(C(C)=O)c2ccc3oc(=O)sc3c2)cc1 was read as mouse EphA4 binding -13%.
C/C(=N/OC(=O)c1ccc(C)cc1)c1ccc(N2C(=O)C3CCCCC3C2=O)cc1 (stereo unspecified) was read as mouse EphA4 binding 10%.
CCCCNC(=O)Nc1ccon1 was read as mouse EphA4 binding -6%.
Screening COc1ccccc1-c1nc(C#N)c(N2CCCCCC2)o1 returned mouse EphA4 binding 9%.
Screening O=c1c(C=Nc2ccc(Cl)cc2)c[nH]n1-c1cccc(Cl)n1 returned mouse EphA4 binding -4%.
For O=C(COc1ccc(-n2cnnn2)cc1)NC(=O)NCc1ccccc1 the results were mouse EphA4 binding -15%.
O=C1Nc2cc(Cl)c(Cl)cc2N(O)N1c1cc(Cl)cc(Cl)c1 was read as mouse EphA4 binding -11%.
`COc1ccc(Cc2nnc(NC(=O)c3ccco3)s2)cc1` gave mouse EphA4 binding -1%.
Screening CCOc1ccc(NC(=O)CSc2nnc(-c3ccccn3)n2C)cc1 returned mouse EphA4 binding 7%.
For O=C(Nc1ccccc1)N(Cc1ccc(Cl)cc1)CC(O)C(F)(F)F (stereo unspecified) the results were mouse EphA4 binding -13%.
`Nc1nc(CSc2nnnn2-c2ccc(Cl)cc2)nc(N2CCOCC2)n1` gave mouse EphA4 binding -10%.
For CCOc1cc2[nH]c(=S)n(CCN3CCC(C)CC3)c(=O)c2cc1OCC the results were mouse EphA4 binding -6%.
Screening O=C(CN(C(=O)c1ccc(Cl)cc1)N1C(=O)C2CCCCC2C1=O)c1ccc(Cl)cc1 (stereo unspecified) returned mouse EphA4 binding -6%.
For CN(C)c1ccc(-c2nnn(CC(=O)N3c4ccccc4CCc4ccccc43)n2)cc1 the results were mouse EphA4 binding -27%.
Screening Cc1cc(C)n2nc(SCc3nnc(SCc4ccccc4)s3)nc2n1 returned mouse EphA4 binding 2%.
For CCC(C)NC(=O)CSC1=Nc2ccccc2C2=NC(c3ccccc3)C(=O)N12 (stereo unspecified) the results were mouse EphA4 binding -22%.
Screening CC1CCCN(c2nc3ccccc3nc2C(C#N)C(=O)OC2CCCCC2)C1 (stereo unspecified) returned mouse EphA4 binding 9.8µM*.
`Cc1cc(-c2nnco2)c(C)n1-c1ccc(F)cc1` gave mouse EphA4 binding -17%.
For CC(C)CNS(=O)(=O)c1cc(C(=O)N2CCOCC2)c(Cl)cc1Cl the results were mouse EphA4 binding -10%.
Screening O=C(NCCCNc1ccc([N+](=O)[O-])cc1Cl)c1cccc(Br)c1 returned mouse EphA4 binding 7%.

Screening results (PubChem)
